Source: PubChem BioAssay
TROY NFkB inh = blocks TROY-dependent signaling in reporter cells; inhibition, % at 10 µM; 360,000 compounds, 0.98% hits; Q293 LMP1-TROYcd NF-kB luciferase reporter, 4 h;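 active = compounds whose plate-normalised and pattern-corrected inhibition of the luciferase reporter signal at the single screening dose is 50% or more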
KKLEB cytotox = reduces viability of KKLEB cystic fibrosis airway cells. 360,000 compounds, 0.36% hits. activity change (cytotoxicity), % at 5 µM. KKLEB CF airway cells viability, ATPlite luminescence, overnight; hits give low values; cells stimulated with P. aeruginosa culture filtrate. AID 602141;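 active = corrected activity change at or below -50% at 5 µM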
TWEAK Fn14 block = blocks TWEAK-Fn14 interaction in a reporter cell assay; TWEAK-stimulated Fn14 reporter cells, luciferase luminescence, 8 h; inhibition, % at 10 µM; 360,000 compounds, 2% hits; in the data active = inhibition above about 50%
NR5A2 inv ag = suppresses constitutive activity of human LRH-1; 360,000 compounds, 0.13% hits; HEK293T StAR-luciferase reporter, LRH-1 transfected, 24 h; O00482; AID 602396; inhibition, % at 3.6 µM;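 active = inhibition above the mean inhibition of all tested compounds plus 3 SD, cut at about 73% in these data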;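 also: 0% = DMSO wells and 100% = reporter-only cells lacking LRH-1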
Target sequence (O00482 whole entry, looked up): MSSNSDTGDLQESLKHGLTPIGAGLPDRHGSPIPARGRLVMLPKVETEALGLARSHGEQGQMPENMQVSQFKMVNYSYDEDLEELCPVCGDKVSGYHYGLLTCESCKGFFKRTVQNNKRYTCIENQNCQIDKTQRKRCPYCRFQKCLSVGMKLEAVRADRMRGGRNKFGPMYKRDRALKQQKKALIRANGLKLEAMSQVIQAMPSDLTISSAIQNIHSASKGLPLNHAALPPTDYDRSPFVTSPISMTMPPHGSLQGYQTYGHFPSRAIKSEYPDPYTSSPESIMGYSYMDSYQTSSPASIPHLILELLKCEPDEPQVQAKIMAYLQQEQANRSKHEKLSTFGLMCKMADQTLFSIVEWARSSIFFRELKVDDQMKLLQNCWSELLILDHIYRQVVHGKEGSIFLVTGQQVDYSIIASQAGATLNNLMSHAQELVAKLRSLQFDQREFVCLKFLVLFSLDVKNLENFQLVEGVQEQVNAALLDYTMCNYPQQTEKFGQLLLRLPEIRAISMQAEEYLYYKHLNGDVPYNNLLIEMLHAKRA
NR2F2 inh = NR2F2 (human) inhibition, primary screen; P24468; HEK293T NGFI-A luciferase reporter, luminescence; inhibition, % at 8.6 µM; 370,000 compounds, 0.7% hits; AID 686940;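 active = inhibition above a per-plate cutoff, mean inhibition of test wells between control levels plus 3 SD, cut at about 38% in these data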;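 also: cells cotransfected with COUP-TFII expression vector driving the NGFI-A reporter; 0% = median of COUP-TF2 test wells and 100% = reporter-only cells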
Target sequence (P24468 whole entry, looked up): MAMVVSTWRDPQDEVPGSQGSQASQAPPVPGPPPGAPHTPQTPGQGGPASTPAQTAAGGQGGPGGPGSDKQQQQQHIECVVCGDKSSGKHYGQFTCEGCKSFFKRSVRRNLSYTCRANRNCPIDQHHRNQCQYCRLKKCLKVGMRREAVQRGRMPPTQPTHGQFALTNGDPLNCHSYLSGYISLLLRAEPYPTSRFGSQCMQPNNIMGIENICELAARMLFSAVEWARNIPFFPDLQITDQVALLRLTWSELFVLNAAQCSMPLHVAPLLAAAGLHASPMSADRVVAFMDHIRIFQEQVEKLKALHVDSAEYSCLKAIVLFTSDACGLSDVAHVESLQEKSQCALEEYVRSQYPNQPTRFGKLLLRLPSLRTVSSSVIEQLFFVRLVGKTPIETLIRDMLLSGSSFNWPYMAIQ
SRC1 inh = human NCOA1 inhibition. 360,000 compounds, 0.12% hits. HEK293 GAL4-SRC1 luciferase reporter, luminescence. Q15788. inhibition, % at 3.6 µM;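 active = inhibition above the campaign mean plus 3 SD, with each screening campaign given its own cutoff, cut at about 60% in these data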;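 also: 0% = DMSO treated cells and 100% = gossypol at 36 µM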
Shn3 3UTR inh = inhibitors of Schnurri-3 3'UTR reporter in osteoblasts | Clone20 osteoblast Shn3 3'UTR firefly luciferase, 24 h | inhibition, % at 12.5 µM | 360,000 compounds, 0.52% hits | AID 588674;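 active = mean inhibition of at least 75% with every replicate also reaching 75%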;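 also: 0% = median of neutral control wells and 100% = pilot-screen positive control compound; some compounds past the cut are filed as inactive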
LMP1 NFkB inh = Epstein-Barr LMP1 NF-kappaB reporter inhibition; 350,000 compounds, 0.69% hits; inhibition, % at 12.5 µM; LMP1-induced NF-kappaB luciferase reporter cells, luminescence; AID 504558; in the data active = inhibition above about 41%;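 also: 0% = neutral control wells and 100% = reference inhibitor control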
NCOA3 inh = inhibitors of human steroid receptor coactivator 3 (SRC3); HEK293 GAL4-SRC3 luciferase reporter, luminescence; 360,000 compounds, 0.17% hits; Q9Y6Q9; inhibition, % at 3.6 µM;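 active = inhibition above a per-campaign cutoff, the mean of all compounds plus 3 SD, cut at about 60% in these data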;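 also: 0% = DMSO-treated cells and 100% = gossypol-treated cells at 36 µM; higher means less SRC3-driven luciferase light from the GAL4 reporter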
CF NFkB inh = cystic fibrosis NF-kB activation inhibition | KKLEB NF-kB-GFP reporter, PAF-induced, GFP fluorescence overnight | inhibition, % at 5 µM | 360,000 compounds, 0.86% hits;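 active = at least 50% inhibition at 5 µM, scaled per plate between neutral and stimulator controls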;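 also: PAF is a Pseudomonas aeruginosa culture filtrate used as stimulus; plate controls were PAF-stimulated DMSO wells for no effect and unstimulated DMSO wells for full effect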
TRAIL sens C8 = sensitizes caspase-8 expressing cells to TRAIL; inhibition (viability loss, TRAIL sensitization), % at 10 µM; 360,000 compounds, 1% hits; NB7+C8 cells + TRAIL, ATPlite viability luminescence;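 active = compounds causing at least 50% loss of cell viability in the single-dose screen, relative to plate controls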
An asterisk follows results filed as active; / = no result given. Some of the compounds tested. The share of hits here may be higher or lower than overall.

No.	SMILES	TROY NFkB inh	KKLEB cytotox	TWEAK Fn14 block	NR5A2 inv ag	NR2F2 inh	SRC1 inh	Shn3 3UTR inh	LMP1 NFkB inh	NCOA3 inh	CF NFkB inh	TRAIL sens C8
1	O=C(NCCCC(=O)N1CCCCC1)c1ccc(Cl)cc1	1	-3	10	14	3	-3	6	-2	11	28	3
2	CN(c1ccc(C(=O)NCCSC(C)(C)C)cc1)S(=O)(=O)c1ccccc1	-12	4	-8	-24	7	-31	21	-4	-3	-6	18
3	O=C(Nc1ccccc1-c1ccccc1)c1ccccc1[N+](=O)[O-]	9	-12	7	13	2	2	-8	-1	7	-7	-4
4	C/C(=C\C(=O)OCCCCCCCCC(=O)O)C[C@@H]1OC[C@H](C[C@@H]2O[C@H]2[C@@H](C)[C@H](C)O)[C@@H](O)[C@H]1O	-11	8	0	13	-5	4	-2	-7	-8	-17	-1
5	CCOC(=O)c1ccc(CNCc2ccccc2)cc1	-46	-2	-3	-29	-17	-25	-25	-8	-35	12	3
6	CC(O)(P(=O)(O)O)P(=O)(O)O	-6	-19	10	2	-7	-5	-32	2	-9	-15	-11
7	C=CCn1c(SCC(O)Cn2c3ccccc3c3ccccc32)nnc1-c1ccco1 (stereo not drawn)	12	0	25	34	-2	4	-2	-4	9	-8	-14
8	CC(=O)c1cccc(NC(=S)Nc2cccc3ccccc23)c1	57*	-2	37	1	8	-24	-61	-13	-19	-3	7
9	CCOc1nc(NCCO)nc(Nc2ccccc2F)n1	-28	5	-16	0	-28	-19	-10	-2	-15	6	-4
10	Cc1ccc(C(c2c(O)nc3n(c2=O)CCS3)c2c(O)nc3n(c2=O)CCS3)cc1	6	5	9	9	-14	-12	12	-9	0	4	-4
11	C[C@@H](C(=O)NCCc1c[nH]c2ccccc12)[C@@H]1C[C@@]1(C)[C@@H](NC(=O)OCc1ccccc1)c1ccccc1	-6	-22	27	3	-4	-2	27	0	-3	-19	15
12	CC1=C(CC(=O)NCC(=O)NCC(=O)O)c2cc(F)ccc2/C1=C/c1ccc(S(C)=O)cc1 (stereo not drawn)	-29	-5	5	4	7	-16	-4	-13	7	-3	-23
13	CCCCN(C)C(=S)Nc1ccc2nc3n(c(=O)c2c1)CCCCC3	10	-3	-11	0	7	-6	1	6	23	22	0
14	COc1cccc(-c2cc(C(=O)NN3CCOCC3)c3ccccc3n2)c1	1	7	0	4	1	-5	1	8	4	1	-2
15	COc1ccccc1C(=O)Nc1ccc2c(c1)nc(CN1CCN(C(C)=O)CC1)n2C	-42	-3	0	-8	-4	-5	-20	-1	-15	-5	-7
16	O=[N+]([O-])c1ccccc1/C=N/N1CCN(c2ccc(Cl)cc2)CC1	-19	5	-3	29	9	-1	4	-4	6	-19	4
17	O=C(CN1C(=O)/C(=C\c2cccc(F)c2)Oc2ccccc21)N1CCN(c2ccccn2)CC1	12	4	7	0	-4	2	47	-15	16	-4	-1
18	CC(C)(C)NC(=O)COC(=O)c1cc(S(=O)(=O)N2CCCCC2)ccc1N1CCOCC1	-9	-12	-11	3	-14	3	1	2	10	6	2
19	c1ccc(-c2cc3c(N4CCN(c5ccccc5)CC4)ncnc3s2)cc1	27	10	42	2	-22	-13	-10	6	-2	8	-11
20	COc1ccc(C)cc1S(=O)(=O)Nc1cc2c3c(c1)CCN3C(=O)CC2	-11	4	5	8	-15	-3	6	2	-5	-6	31
21	NNC(=O)c1ccc(Oc2cc(Cl)cc(Cl)c2)o1	-6	-2	-11	-3	11	16	3	-6	-2	-6	10
22	N#Cc1cc(-c2ccccc2)nc(Oc2ccc(Cl)cc2)n1	5	-13	50*	19	22	-3	17	19	23	42	23
23	COc1cccc(C2=NOC(C(=O)N3CCN(c4ccccc4)CC3)C2)c1OC (stereo not drawn)	-10	-14	5	2	-3	10	4	7	4	2	-22
24	CCC(NC(=O)c1ccccc1NC(=O)c1ccc(C)cc1)C(=O)O (stereo not drawn)	-60	6	-19	-29	1	-4	-2	-7	1	-13	-1
25	O=c1ccc(-c2ccc(S(=O)(=O)NCc3cccc(Br)c3)s2)n[nH]1	0	4	-5	25	9	-3	13	-1	-5	9	-3
26	O=C(COC(=O)c1cc2ccccc2cc1O)Nc1ccccc1F	-27	3	-19	10	-15	-5	4	-10	-15	-7	8
27	CN(C)c1nc(/C=C(\C#N)C(N)=O)c(Cl)n1-c1ccc(F)cc1	-18	5	19	3	20	7	0	-12	16	12	-7
28	NS(=O)(=O)c1ccc(CCNC(=O)C2CCN(S(=O)(=O)c3cccc4cccnc34)CC2)cc1	12	-1	6	8	/	-21	-13	-7	21	-34	-7
29	CC(=O)N1N=C(c2ccc(C)c([N+](=O)[O-])c2)OC1(C)C	-6	-12	0	-3	-7	-6	16	1	22	4	14
30	[O-]/[N+](=C\c1ccncc1)c1ccc(Br)cc1	-35	1	-15	-23	/	-62	-102	-55	-56	-29	12
31	O=C(CN1C(=O)NC2(CCCc3ccccc32)C1=O)NCc1ccco1 (stereo not drawn)	-19	-10	4	2	1	2	-24	4	15	-3	-7
32	COc1cc(OC)cc(C(=O)Nc2cccc(C(C)=O)c2)c1	-27	-26	7	-15	-22	-6	-26	6	-7	-16	17
33	CCOC(=O)c1cccc(NC(=O)C2CCCN(c3nnc(N4CCCC4=O)s3)C2)c1 (stereo not drawn)	-2	11	5	11	-1	9	-29	-11	-25	4	-4
34	CCOc1ccc([C@@H]2CC=C(C(=O)O)[C@H](c3ccc(Cl)cc3)N2S(=O)(=O)c2ccc(C)cc2)cc1	23	-5	4	8	2	-12	-34	-3	12	28	-2
35	CCS(=O)c1ccccc1C(=O)OCC(=O)Nc1ccc2ccccc2c1 (stereo not drawn)	28	-3	23	-23	2	1	12	5	-2	8	6
36	Cc1ccc2[nH]c(=O)cc(C(=O)OC(C)C)c2c1	-2	4	7	2	-1	-7	-1	5	-6	1	-3
37	O=C(NCCN1C(=O)S/C(=C\c2cccs2)C1=O)c1ccco1	0	-2	-9	-2	10	3	17	-3	10	16	16
38	CC(=O)Nc1ccc(SC(C)C(=O)NC(N)=O)cc1 (stereo not drawn)	3	-5	-8	-1	13	-7	3	-3	-19	-15	2
39	COc1ccc(NC(=O)CSc2nnc(-c3cc(C)[nH]n3)n2N)cc1	5	4	-5	-24	5	8	-6	-6	13	4	-10
40	O=C(NCCCN1CCCC1)c1ccc(CS(=O)(=O)c2ccc(Br)cc2)o1	8	6	-5	-23	11	-31	-4	0	15	-7	7
41	CCOC(=O)CNC(=O)CSc1nc2cccnc2n1CC	0	-1	-6	-17	18	-5	-1	1	5	12	-10
42	CCC1Oc2ccc(C)cc2N(CC(=O)NCCc2ccc(OC)c(OC)c2)C1=O (stereo not drawn)	18	-12	-18	22	-5	2	1	-1	10	26	26
43	C[C@@H]1CN([C@@H](C)CO)C(=O)Cc2cc(NS(=O)(=O)c3ccccc3)ccc2O[C@H]1CN(C)Cc1ccncc1	3	-14	4	-10	8	3	-14	2	-3	4	-1
44	COC(=O)c1ccc(NS(=O)(=O)c2ccc3c(c2)n(C)c(=O)n3C)cc1	17	0	-10	8	-10	3	22	2	10	6	8
45	CC(NC(=O)Cn1nc(C(=O)O)c2ccccc2c1=O)c1ccccc1 (stereo not drawn)	10	-5	-5	10	13	-3	16	-5	23	-16	-15
46	Oc1c(CN2CCCCC2)cc(Br)c2cccnc12	9	-20	14	1	20	6	56	72*	0	-2	51*
47	CC(Sc1nc2ccccc2[nH]1)C(=O)O (stereo not drawn)	-20	7	-4	6	-9	-10	-3	4	-17	-1	-8
48	O=C(CSc1nccc(-c2cccs2)n1)Nc1ccc(F)c(Cl)c1	-14	-8	-2	-7	10	-2	-3	3	12	17	-3
49	O=C(CSc1ccc(Cl)cc1)NC(=O)NC1CCCC1	-2	-21	-9	-14	-14	-6	-1	10	3	15	1
50	Nc1ccc(-c2nnnn2-c2ccc(N)cc2)cc1	-16	7	-16	15	16	21	-7	-1	11	-20	-20
51	COC(=O)C(C)NC(=O)CNS(=O)(=O)c1ccc(F)cc1 (stereo not drawn)	-2	9	5	12	-4	-12	-12	0	-3	8	-2
52	CCN(CC)S(=O)(=O)c1ccc(N2CCOCC2)c(NS(=O)(=O)c2ccc(Cl)s2)c1	-12	-8	-10	2	-1	-8	0	-17	4	24	-7

In the list so far, these have fluorine:
No.	SMILES	TROY NFkB inh	KKLEB cytotox	TWEAK Fn14 block	NR5A2 inv ag	NR2F2 inh	SRC1 inh	Shn3 3UTR inh	LMP1 NFkB inh	NCOA3 inh	CF NFkB inh	TRAIL sens C8
9	CCOc1nc(NCCO)nc(Nc2ccccc2F)n1	-28	5	-16	0	-28	-19	-10	-2	-15	6	-4
12	CC1=C(CC(=O)NCC(=O)NCC(=O)O)c2cc(F)ccc2/C1=C/c1ccc(S(C)=O)cc1 (stereo not drawn)	-29	-5	5	4	7	-16	-4	-13	7	-3	-23
17	O=C(CN1C(=O)/C(=C\c2cccc(F)c2)Oc2ccccc21)N1CCN(c2ccccn2)CC1	12	4	7	0	-4	2	47	-15	16	-4	-1
26	O=C(COC(=O)c1cc2ccccc2cc1O)Nc1ccccc1F	-27	3	-19	10	-15	-5	4	-10	-15	-7	8
27	CN(C)c1nc(/C=C(\C#N)C(N)=O)c(Cl)n1-c1ccc(F)cc1	-18	5	19	3	20	7	0	-12	16	12	-7
48	O=C(CSc1nccc(-c2cccs2)n1)Nc1ccc(F)c(Cl)c1	-14	-8	-2	-7	10	-2	-3	3	12	17	-3
51	COC(=O)C(C)NC(=O)CNS(=O)(=O)c1ccc(F)cc1 (stereo not drawn)	-2	9	5	12	-4	-12	-12	0	-3	8	-2
